IMPase cell inh – IMPase inhibition in cells | AID 901 | CHO-M1 cells, IP1 accumulation, HTRF TR-FRET ratio | 120,000 tested, under 10 active | inhibition (IP1 accumulation), % at 46.1 µM; active = well fitted curve in the direction sought with a large enough effect in the signal ratio, not every such curve was filed as active; inconclusive = small, poorly fitted or top-dose-only effect, or a change in a side signal; inactive = no such curve, though single readings can be large or run the other way; the % refers to the signal ratio;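 note: cells stimulated with carbachol in lithium chloride buffer; plate controls were DMSO basal wells for no effect and reference inhibitor wells for full effect; higher means more IMPase inhibition seen as more IP1 and lower FRET ratio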
Target sequence (P97697 whole entry, looked up): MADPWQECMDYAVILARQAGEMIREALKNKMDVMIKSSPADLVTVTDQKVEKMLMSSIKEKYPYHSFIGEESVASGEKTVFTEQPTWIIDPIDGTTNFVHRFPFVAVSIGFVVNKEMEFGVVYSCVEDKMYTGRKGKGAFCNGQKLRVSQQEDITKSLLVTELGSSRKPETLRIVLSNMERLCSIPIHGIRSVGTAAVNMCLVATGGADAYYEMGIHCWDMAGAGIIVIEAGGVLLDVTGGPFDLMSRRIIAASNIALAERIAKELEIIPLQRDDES
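The IP-One HTRF competitive assay in carbachol-stimulated CHO-M1 cells quantifies cellular IP1. Compounds spanned up to 46 uM final, and activity is expressed as AC50 from concentration-response fits of the ratio and donor data.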
12-hLO inh – 12-hLO (ALOX12) enzyme inhibition | purified 12-hLO, xylenol orange hydroperoxide absorbance | P18054 | Potency, µM (top dose mostly 57.1 µM), for the others: top-dose activity change, negative = inhibition, usual class: inhibitors | 150,000 compounds, 0.12% hits; note: potency is the fitted concentration of half-maximal effect; nearly all actives have a fitted effect of over 55% in size; many of its hits are not listed in these tables
Target sequence (P18054 whole entry, looked up): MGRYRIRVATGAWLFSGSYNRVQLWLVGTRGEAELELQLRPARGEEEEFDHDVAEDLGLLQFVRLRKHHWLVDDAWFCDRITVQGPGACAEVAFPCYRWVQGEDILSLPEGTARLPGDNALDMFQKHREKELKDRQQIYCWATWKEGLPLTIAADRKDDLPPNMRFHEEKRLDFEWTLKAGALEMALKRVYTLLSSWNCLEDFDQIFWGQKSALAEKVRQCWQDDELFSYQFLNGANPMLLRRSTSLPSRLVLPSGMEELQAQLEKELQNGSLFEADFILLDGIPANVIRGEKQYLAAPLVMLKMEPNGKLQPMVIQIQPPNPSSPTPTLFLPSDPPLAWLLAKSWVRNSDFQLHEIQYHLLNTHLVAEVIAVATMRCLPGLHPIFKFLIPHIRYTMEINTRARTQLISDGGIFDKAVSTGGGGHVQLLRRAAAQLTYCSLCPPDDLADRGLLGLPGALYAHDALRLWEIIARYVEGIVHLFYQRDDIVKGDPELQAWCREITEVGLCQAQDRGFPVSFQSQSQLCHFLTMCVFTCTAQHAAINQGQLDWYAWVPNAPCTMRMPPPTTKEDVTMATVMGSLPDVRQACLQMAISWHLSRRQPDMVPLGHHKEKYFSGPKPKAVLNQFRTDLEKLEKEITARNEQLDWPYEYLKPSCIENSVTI
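Hydroperoxide output read as Fe(III)-xylenol orange absorbance, 573-to-405 nm ratio, after 30 min reaction with 40 uM arachidonic acid. Enzyme: 150 nM purified human 12hLO, 15 min compound preincubation; 25 mM Hepes pH 7.0, room temperature.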
15-hLO-2 inh – inhibitors of human 15-lipoxygenase 2 (ALOX15B). O15296. purified 15hLO-2, xylenol orange hydroperoxide absorbance. Potency, µM (doses to about 57.1 µM), for the others: top-dose activity change, negative = inhibition, usual class: inhibitors. 110,000 compounds, 0.56% hits; note: potency is the fitted concentration of half-maximal effect; nearly all actives have a fitted effect of over 60% in size; many of its hits are not listed in these tables
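Screening format was qHTS against 50 nM purified 15hLO-2 in Hepes pH 7.5 with detergent. Activity follows hydroperoxide formation from 45 uM arachidonic acid, measured as 573:405 nm absorbance ratio of the ferric-xylenol orange complex.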
PNC inhibitor – inhibitors of perinucleolar compartment assembly | PC3M PTB-GFP, PNC prevalence imaging, 16 h; active compounds read low | activity change (PNC), negative = inhibition, % at 10 µM | 140,000 compounds, 3.1% hits | AID 2417;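 active = readout at or below -70, meaning at least 70% loss of cells showing the perinucleolar compartment, a nuclear body marking cancer cells; inconclusive = readout between -30 and a set limit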;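 note: plate controls were DMSO wells for no effect and camptothecin positive control wells for full effect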
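PC3M cells stably expressing PTB-GFP, 750–1000 cells/well, treated 16 h at 37 °C with compound (23 nl of library stock), in duplicate. After paraformaldehyde fixation and Hoechst stain, imaged at 20x; PNC prevalence scored by image analysis.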
Numbers without * were called inactive; ? = inconclusive; nt = not tested or not shown; [ ] = dose if it differs, or a comment. Unless noted, calls come from the whole dose curve; as a rule, active = well fitted curve in the direction sought with a large enough effect; inconclusive = small, poorly fitted or top-dose-only effect, or another doubt; inactive = no such curve, though single readings can be large; an effect the other way counts as inactive or inconclusive. Unless noted, % is set by controls: 0 for no effect and ±100 for the full control effect. A portion of the library; count on the stated rates, not on these rows.

IMPase cell inh | 12-hLO inh | 15-hLO-2 inh | smiles | PNC inhibitor
nt | -5% | nt | Cc1ccc(C)c(OCC(=O)N/N=C/c2c(C)nn(-c3ccccc3)c2Cl)c1C | 68
6 | -3% | -1% | CCSc1nnc(N)s1 | 25
-6 | 0% | nt | Cc1c(Cl)cccc1NC(=O)CN1CCN(CCO)CC1 | 161
nt | -1%[0.00818 µM] | -5%[0.0915 µM] | CO[C@H]1C([C@@]2(C)O[C@@H]2CC=C(C)C)[C@]2(CC[C@H]1OC(=O)/C=C/C=C/C=C/C=C/C(=O)O)CO2 (stereo not given in full) | nt
nt | -3% | nt | C=CCOc1ccc(CNc2ccc(NC(=O)CCC)cc2)cc1OCC | -12
-2 | 0% | -1% | CC(C)OC(=O)c1c(F)c(F)c(N2CCOCC2)c(F)c1F | 3
14 | -4% | 2% | COc1ccccc1-n1cnc2cc(C(=O)NCC3CCCO3)ccc21 (stereo not given) | 22
nt | -4% | nt | CCC1=Nc2cc(C(=O)O)ccc2Sc2ccc(Cl)cc21 | 46
nt | -6% | nt | CCCCOc1ccc(Cc2n[nH]c(=S)n2N)cc1 | 62
12 | -11% | -20% | CCOC(=O)c1cc2c(ccn2C)n1CC(=O)N1CCN(c2ccccc2)CC1 | -9
nt | 2% | nt | CC(C)=C1SC(N2CCN(c3cccc(Cl)c3)CC2)=NC1=O | 7
16 | 2% | 7% | C=CCN(CC(=O)NCc1ccccc1)C(=O)c1csnn1 | 6
3 | 3% | 2% | COc1ccc(OCc2nnc(SC3CCOC3=O)n2-c2ccccc2)cc1 (stereo not given) | ?
-4 | -10% | nt | CCOC(=O)C1=C(CC)OC(N)=C(C#N)C1c1ccc(OC)cc1OC (stereo not given) | 16
-2 | 0% | nt | COc1ccccc1NC(=O)CN1CCN(C(=O)c2ccco2)CC1 | 8
5 | -8% | nt | NC1=NC(=O)/C(=C/c2cn(CCC(=O)O)nc2-c2ccc(Cl)cc2)S1 | 4
8 | 0% | 5% | CCOC(=O)c1nn(-c2c(C)n(C)n(-c3ccccc3)c2=O)cc1O | -23
-2 | 4% | 0% | CC(C)n1cc(/C=C2/SC(=O)N(CC(=O)N3CCCC3)C2=O)c2ccccc21 | ?
nt | -2% | nt | O=C(O)CSc1c(-c2cccs2)[nH]c2ccccc12 | ?
-2 | -4% | -1% | COCn1c(=O)c2c(nc(SC3=NCCS3)n2Cc2ccccc2C)n(COC)c1=O | -13
-4 | -2% | -4% | Cc1ccccc1-c1coc2cc(O)ccc2c1=O | -13
nt | 2% | nt | COc1ccc(/C=C/C(=O)Nc2sc(Cc3ccccc3)c(C)c2C(N)=O)cc1 | ?
-9 | -1% | -12% | CC(=O)OCCN(Cc1ccccc1)Cc1ccc2c(c1)OCO2 | -7
3 | 0% | 1% | O=C(N/N=C/C1C(c2ccccc2)C1(Cl)Cl)c1cccc(Br)c1 (stereo not given) | -4
-5 | 4% | 3% | O=C(O)CN(Cc1ccccc1)S(=O)(=O)c1ccc(F)cc1 | 15
9 | 6% | nt | O=C(NCCCN1CCCCCC1)c1ccc(CS(=O)(=O)Cc2ccccc2F)o1 | -24
11 | -13% | 6% | CCOC(=O)N1CCN(c2c(NCc3ccc(Cl)cc3)c(=O)c2=O)CC1 | ?
-2 | 6% | -6% | CCC(=O)Nc1ccc(S(=O)(=O)NCc2ccco2)cc1 | 35
5 | -2% | -4% | CCCCc1c(C)nc2ccc(OC)cc2c1SCCC(=O)O | 2
4[20.6 µM] | -3% | -2% | COc1ccc(C(Cl)=C(c2ccc(OC)cc2)c2ccc(OC)cc2)cc1 | ?

The list continues.
IMPase cell inh | 12-hLO inh | 15-hLO-2 inh | smiles | PNC inhibitor
0 | 6% | -6% | CS(=O)(=O)N1CCC(C(=O)NCCc2ccccc2)CC1 | -23
-1 | 6% | 7% | Cc1ccccc1Cn1ccc(NC(=O)c2nc3ncccn3n2)n1 | 21
5 | 7% | -3% | CCc1ccc(NC(=O)COn2nnc3ccc(S(=O)(=O)N(C)C)cc32)cc1 | -25
nt | -2% | 0% | CCC(=O)/C=C/C1C(C)=CCCC1(C)C (stereo not given) | nt
-3 | ? | 1% | CCOc1ccccc1Oc1cn[nH]c1-c1ccc(OC)cc1O | -18
4 | -1% | 1% | CCOc1ccc(S(=O)(=O)N2CCN(S(=O)(=O)c3ccc(OCC)cc3)C(C)C2)cc1 (stereo not given) | 12
nt | 1% | -5% | CCC1=C2CC[C@H]3C(=O)N(CC(=O)OC)C(=O)[C@H]3[C@H]2[C@@]2(Cc3ccccc3)C(=NCCOC)OC(=O)N2C1=O | nt
nt | 0% | nt | O=C(NN1C(=O)C2C3CCC(O3)C2C1=O)c1ccc(Cl)cc1 (stereo not given) | -15
15 | 9% | nt | CCN(CC)c1ccc(CC(=O)NC(C)Cc2ccccc2)cc1 (stereo not given) | -106*
3 | -2% | -2% | CCC(CC)NC(=O)C1CCN(S(=O)(=O)c2cccs2)CC1 | ?
-7 | 0% | nt | CCc1nc(SCc2ccc(C(=O)OC)o2)c2c(=O)n(C)c(=O)n(C)c2n1 | -19
2 | 0% | 4% | Cc1cc(C)n2c(SCc3ccccc3Cl)nnc2n1 | 24
8 | -2% | -10% | C=CCSc1ncccc1C(=O)NCc1ccc(C)cc1 | 50
nt | 8% | nt | CN1CCN(CC(=O)N2N=C(c3cccs3)CC2c2ccco2)CC1 (stereo not given) | -18
nt | -1% | nt | Cc1ccc(Nc2nc(NCC3CCCO3)nc(N)c2[N+](=O)[O-])cc1C (stereo not given) | -24
-14 | 2% | 4% | CC(NC(=O)C1CC2CCCC(C1)C2=O)c1ccccc1 (stereo not given) | -18
8 | -6% | -5% | Cc1occc1-c1nnc(SCC(=O)NCCc2ccccc2)n1Cc1ccccc1 | 2
1 | 4% | -12% | O=C(NCc1ccc(Cl)cc1)c1cc2ccccn2n1 | ?
13 | -3% | -8% | COc1ccc(N(C)S(=O)(=O)c2cccc(C(=O)Nc3ccc(-n4cnnn4)cc3)c2)cc1 | 4
7 | -5% | -5% | CCN(C(=O)Cc1ccc(Br)cc1)C1CCCCC1 | -16
nt | -1% | nt | CCC(CC)c1nnc(NC(=O)c2cc(C(=O)OC)cc([N+](=O)[O-])c2)s1 | 9
-5 | -3% | nt | CCCNC(=S)N1CCC(C(=O)c2ccc(OC)cc2)CC1 | -2
1 | -4% | 4% | O=C1Cn2c(nc3ccccc32)-c2ccccc2N1 | -5
4 | 2% | -8% | CCCCOc1ccc(N2C(=O)CC(NCCc3ccc(S(N)(=O)=O)cc3)C2=O)cc1 (stereo not given) | -82*
-1 | -3% | -2% | O=S(=O)(Cc1ccc(Cl)cc1)Nc1ccc2c(c1)OCO2 | ?
6 | -5% | 7% | Cc1onc(-c2ccccc2Cl)c1C(=O)NCc1cccs1 | ?
6 | -17% | ? | COC(=O)C1=C(C)N(C)C(=O)/C1=C\c1ccco1 | -20
nt | -2% | nt | CCOc1ccc(C(=O)Nc2ccc(C(F)(F)F)n(C)c2=O)cc1 | 42
4 | -1% | 13% | N#C/C(=C/c1ccc(C(=O)O)cc1)C(=O)NCc1ccccc1 | 17
nt | -1% | nt | Cc1ccccc1Cn1c(=O)n(CCCC(=O)NCc2ccco2)c(=O)c2ccccc21 | -7

3 entries from above, sorted by length of the SMILES, falling.
IMPase cell inh | 12-hLO inh | 15-hLO-2 inh | smiles | PNC inhibitor
nt | 1% | -5% | CCC1=C2CC[C@H]3C(=O)N(CC(=O)OC)C(=O)[C@H]3[C@H]2[C@@]2(Cc3ccccc3)C(=NCCOC)OC(=O)N2C1=O | nt
3 | -2% | -2% | CCC(CC)NC(=O)C1CCN(S(=O)(=O)c2cccs2)CC1 | ?
8 | -2% | -10% | C=CCSc1ncccc1C(=O)NCc1ccc(C)cc1 | 50

Carrying on:
IMPase cell inh | 12-hLO inh | 15-hLO-2 inh | smiles | PNC inhibitor
-10 | -8% | -5% | O=[N+]([O-])c1ccc([C@H](O)[C@H](CO)N=Cc2ccccc2O)cc1 | -12
1 | 2% | 2% | CC(C)CNC(=O)c1cc2nc3c(c(C(F)(F)F)n2n1)CCc1ccccc1-3 | 30
7 | -8% | 6% | Cc1nonc1NC(=O)CSc1nnc(-c2ccoc2C)n1C | ?
nt | 1% | nt | O=C(NCc1ccncc1)C(=O)NCC1OCCCN1S(=O)(=O)c1ccccc1 (stereo not given) | ?
-5 | 0% | nt | O=C(Nc1ccc2c(c1)OCO2)c1ccc(N2C(=O)c3ccccc3C2=O)cc1 | -11
10 | -4% | -6% | CCOc1ccc(N(CC(=O)Nc2ccccc2C)S(=O)(=O)c2c(C)noc2C)cc1 | -88*
-6 | -3% | -5% | O=C(COC(=O)c1ccc(S(=O)(=O)N2CCOCC2)cc1)Nc1nc(-c2ccccc2)cs1 | -29
-12 | 1% | -22% | C=CCSc1n[nH]c2nc3c(c(=O)n12)C1(CCCC1)Cc1ccccc1-3 | 21
7 | -9% | -4% | CCOC(=O)c1cnc2ccc(C)cc2c1Sc1ccccc1C(=O)OC | -7
2 | -11% | 13% | CC(=O)Nc1ccc(S(=O)(=O)NCCSCc2ccco2)cc1 | 21
-11 | 6% | -9% | CCNS(=O)(=O)c1ccc2c3c(cccc13)C(=O)N2 | 4
0 | 1% | -6% | N/C(=N\OS(=O)(=O)c1cc(Cl)ccc1Cl)c1ccncc1 | 9
-3 | 7% | -6% | O=C1CC(NCc2cccs2)C(=O)N1c1ccc(Cl)cc1 (stereo not given) | 3
1 | -1% | 4% | O=C(CCN1C(=O)c2ccccc2C1=O)Nc1ccncc1 | 0
nt | -1% | nt | Cc1ccc(N(CC(=O)N/N=C/c2cccc(Br)c2)S(C)(=O)=O)cc1 | ?
nt | -9% | -7% | COc1ncc2nc(-c3cc(F)cc(F)c3)c(=O)n(Cc3cccs3)c2n1 | nt
7 | -13% | -9% | C=CCOC(=O)C1=C(C)NC(SCC(=O)Nc2ccccc2)=C(C#N)C1c1ccco1 (stereo not given) | 10
nt | 1% | -2% | CC(=O)N1CCC2(CCCN(c3ccccn3)C2)CC1 | nt
1 | -3% | -6% | COc1ccc(N=C2SC(C(=O)O)CC(=O)N2Cc2ccc(OC)c(OC)c2)cc1 (stereo not given) | -2
1 | -3% | nt | COC(=O)c1c(NC(=O)C2SC(=NC3CCCCC3)C(C(N)=O)=C2N)sc2c1CCCC2 (stereo not given) | ?
nt | -4% | nt | O=C(CCC(=O)OCc1ccc(Br)cc1)Nc1ccccc1 | ?

Another view of part of the listing above:
IMPase cell inh	12-hLO inh	15-hLO-2 inh	PNC inhibitor	Structure
-12	1%	-22%	21	C=CCSc1n[nH]c2nc3c(c(=O)n12)C1(CCCC1)Cc1ccccc1-3
7	-9%	-4%	-7	CCOC(=O)c1cnc2ccc(C)cc2c1Sc1ccccc1C(=O)OC
2	-11%	13%	21	CC(=O)Nc1ccc(S(=O)(=O)NCCSCc2ccco2)cc1
-11	6%	-9%	4	CCNS(=O)(=O)c1ccc2c3c(cccc13)C(=O)N2
0	1%	-6%	9	N/C(=N\OS(=O)(=O)c1cc(Cl)ccc1Cl)c1ccncc1
-3	7%	-6%	3	O=C1CC(NCc2cccs2)C(=O)N1c1ccc(Cl)cc1 (stereo not given)
1	-1%	4%	0	O=C(CCN1C(=O)c2ccccc2C1=O)Nc1ccncc1
nt	-1%	nt	?	Cc1ccc(N(CC(=O)N/N=C/c2cccc(Br)c2)S(C)(=O)=O)cc1
nt	-9%	-7%	nt	COc1ncc2nc(-c3cc(F)cc(F)c3)c(=O)n(Cc3cccs3)c2n1
7	-13%	-9%	10	C=CCOC(=O)C1=C(C)NC(SCC(=O)Nc2ccccc2)=C(C#N)C1c1ccco1 (stereo not given)
nt	1%	-2%	nt	CC(=O)N1CCC2(CCCN(c3ccccn3)C2)CC1
1	-3%	-6%	-2	COc1ccc(N=C2SC(C(=O)O)CC(=O)N2Cc2ccc(OC)c(OC)c2)cc1 (stereo not given)
1	-3%	nt	?	COC(=O)c1c(NC(=O)C2SC(=NC3CCCCC3)C(C(N)=O)=C2N)sc2c1CCCC2 (stereo not given)

Screens deposited in PubChem BioAssay by National Center for Advancing Translational Sciences (NCATS).
